Source: PubChem
ARNT TACC3 PPI: disruptors of ARNT/TACC3 protein interaction, primary screen, biochemical, AlphaScreen, single concentration. Transforming acidic coiled-coil-containing protein 3 (Homo sapiens), Q9Y6A5. AlphaScreen His-ARNT PAS-B/GST-TACC3 binding, luminescence; TACC3 fragment carries E629A point mutation. inhibition, % at 9.99 µM. hit rate 0.66% among 390,000. AID 623870, 2012;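 active means mean inhibition of replicates at least 50% and at least half of replicates each reaching 50%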;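 further: 0% = complete ARNT plus TACC3 wells and 100% = ARNT alone without TACC3; many hits fall short of the cut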
esBAF inh: Bmi1 luciferase reporter increase in mESCs, primary screen, esBAF inhibitor project, mouse ES cells, Bmi1 luciferase knock-in, single point; 24 h; 100% = twice the neutral-well signal; hit rate 2% among 350,000; reporter increase, % at 12.5 µM; in the data active means activation above about 40%;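 further: 0% = median of the plate's neutral control wells and 100% = double that signal; a rise in the Bmi1 reporter signal indicates esBAF inhibition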
PglD DTNB: C. jejuni PglD acetyltransferase inhibitors, primary screen, biochemical, DTNB colorimetric, single point. UDP-N-acetylbacillosamine N-acetyltransferase PglD (Campylobacter jejuni). purified PglD enzyme, DTNB colorimetric CoA detection. inhibition, % at 12.5 µM. hit rate 0.098% among 360,000. AID 602405, 2012; in the data active means inhibition above about 16%, passing the limit was not always enough; further: strong numbers were not always called active
CASP6 VEID inh: human caspase-6 inhibitors, primary screen, biochemical, VEID-R110 fluorescence, single point, set 2; hit rate 0.53% among 350,000; P55212; AID 686996, 2013; purified caspase-6, Z-VEID-R110 cleavage fluorescence; inhibition, % at 12.5 µM;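 active means mean inhibition across replicates at least about 35%, with every replicate also reaching that limit, limit read from the data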;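 further: 0% = median of neutral control wells and 100% = no fluorescence left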
RAD52 anneal inh: RAD52 DNA annealing inhibitors, primary screen, biochemical, FRET, single point, set 2 | recombinant RAD52 DNA annealing, FRET fluorescence | inhibition, % at 18.7 µM | hit rate 0.46% among 360,000 | AID 651710, 2012;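 active means every replicate showing at least 50% inhibition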
ERp5 block: inhibitors of ERp5-driven insulin aggregation, primary screen, biochemical, turbidity, absorbance 650 nm, single point | Protein disulfide-isomerase A6 (Homo sapiens), Q15084 | 90 min | inhibition, % at 9.99 µM | hit rate 0.05% among 350,000 | AID 651711, 2012;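 active means mean replicate inhibition above about 25%, with every replicate also reaching it, limit read from the data, passing the limit was not always enough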
Target sequence (Q15084 whole entry, looked up): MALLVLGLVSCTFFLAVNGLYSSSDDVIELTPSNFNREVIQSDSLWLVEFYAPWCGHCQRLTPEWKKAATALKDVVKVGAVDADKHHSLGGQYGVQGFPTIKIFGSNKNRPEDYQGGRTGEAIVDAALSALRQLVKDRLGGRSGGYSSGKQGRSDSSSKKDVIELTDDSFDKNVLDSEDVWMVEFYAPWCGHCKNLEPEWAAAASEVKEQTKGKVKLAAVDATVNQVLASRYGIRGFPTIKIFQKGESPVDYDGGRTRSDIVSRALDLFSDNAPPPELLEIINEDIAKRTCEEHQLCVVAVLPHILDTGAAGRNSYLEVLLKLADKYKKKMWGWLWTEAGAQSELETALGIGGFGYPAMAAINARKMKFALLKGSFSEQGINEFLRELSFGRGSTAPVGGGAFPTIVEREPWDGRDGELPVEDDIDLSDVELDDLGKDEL
E-sel inducer: E-selectin induction in HUVECs, primary screen, imaging, HUVEC, immunofluorescence imaging, single point; hit rate 0.37% among 260,000; activation, % at 7.58 µM; P16581; normalized: neutral wells 0, TNF-alpha wells 100;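 active means mean E-selectin-positive cell signal at least 10% of the positive control, reached in at least 60% of replicates, without over 20% cell loss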;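 further: in these data hits start at about 27%; measured in HUVEC primary endothelial cells; signal is the percent of cells scored E-selectin positive by PE staining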
Target sequence (P16581 whole entry, looked up): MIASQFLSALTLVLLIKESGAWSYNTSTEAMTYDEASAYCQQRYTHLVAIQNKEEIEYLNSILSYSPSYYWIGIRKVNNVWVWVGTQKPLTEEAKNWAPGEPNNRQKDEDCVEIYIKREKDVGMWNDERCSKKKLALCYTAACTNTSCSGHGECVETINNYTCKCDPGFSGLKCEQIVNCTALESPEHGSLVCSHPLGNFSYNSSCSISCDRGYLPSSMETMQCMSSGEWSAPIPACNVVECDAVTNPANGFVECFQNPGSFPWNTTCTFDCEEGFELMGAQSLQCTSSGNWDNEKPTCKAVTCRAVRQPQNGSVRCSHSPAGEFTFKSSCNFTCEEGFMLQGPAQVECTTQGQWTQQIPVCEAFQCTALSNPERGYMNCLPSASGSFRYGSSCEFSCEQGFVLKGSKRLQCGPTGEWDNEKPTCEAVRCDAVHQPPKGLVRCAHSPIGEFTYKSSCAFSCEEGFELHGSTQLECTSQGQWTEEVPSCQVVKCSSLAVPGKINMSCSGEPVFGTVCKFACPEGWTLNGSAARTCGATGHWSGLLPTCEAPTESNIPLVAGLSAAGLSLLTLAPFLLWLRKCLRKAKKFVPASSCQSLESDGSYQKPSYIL
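material = human umbilical vein endothelial cells (HUVEC), E-selectin induction | quantity = 3,000 cells/well | medium = EGM-2 growth medium on 0.1% gelatin-coated wells | technique = immunofluorescence imaging | read-out basis = % PE-positive cells | control set = TNF-alpha positive control, DMSO neutral control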
RAD54 branch: inhibitors of human RAD54 branch migration, primary screen, biochemical, fluorescence, single point; DNA repair and recombination protein RAD54-like (Homo sapiens), Q92698; RAD54 Holliday junction branch migration, FAM/BHQ fluorescence; inhibition, % at 10.4 µM; hit rate 0.14% among 360,000;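 active means mean normalized replicate activity at least 40 and at least half of replicates scoring 40 or more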;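 further: 0% = median of neutral control wells and 100% = median of positive control wells; inhibitors cause a drop in the FAM fluorescence signal; in these data hits start at about 50%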
The depositor's hits bear a star; i = inactive; x = not tested or not shown; & = joins results of further samples.

no.	molecule	ARNT TACC3 PPI	esBAF inh	PglD DTNB	CASP6 VEID inh
1	CCC(=O)N[C@H]1CC[C@@H](CC(=O)NCc2ccccc2F)O[C@@H]1CO	-3	-2	-9	0
2	CN1C(=O)c2cc(NC(=O)Nc3ccccc3)ccc2OC[C@H]2O[C@@H](CC(=O)NC3CCC3)CC[C@@H]21	9	-3	-1	-2
3	Cc1ccc(CN2CCN(/N=C/c3sccc3C)CC2)c(C)c1	19	11	0	x
4	CO[C@@H]1CN(C)C(=O)c2ccc(NC(=O)NC(C)C)cc2OC[C@@H](C)N(CC2CC2)C[C@@H]1C	-13	-1	2	1
5	COc1ccccc1C(=O)Nc1ccc(N2CCN(Cc3ccccc3)CC2)cc1	14	6	-7	x
6	O=C(c1cccs1)N1CCN(Cc2ccncc2)CC1	-2	1	1	x
7	C[C@@H]1CCCCO[C@@H](CN(C)S(C)(=O)=O)[C@H](C)CN([C@H](C)CO)C(=O)c2cc(NC(=O)Nc3ccc(F)cc3)ccc2O1	5	7	-1	x
8	Cn1c(=O)c2c(nc3n2CC(COc2ccccc2)O3)n(C)c1=O (stereo unspecified)	6	2	1	0
9	O=C(COc1ccccc1O)Nc1ccccc1Cl	11	52*	-1	x
10	CO[C@H]1CN(C)C(=O)c2cc(NC(=O)c3ccno3)ccc2OC[C@H](C)N(S(C)(=O)=O)C[C@H]1C	4	1	-3	x
11	COc1ccc(C2C(CN3CCOCC3)C(=O)N2c2ccccc2)cc1 (stereo unspecified)	2	x	x	1
12	CCCNC(=O)[C@@H]1[C@@H](CO)[C@@H]2Cn3c(ccc(-c4ccccc4)c3=O)[C@H]1N2C(=O)C1CC1	5	0	0	-1
13	Cc1ccc(-c2cc(C(F)F)n3ncc(C(=O)Nc4cn(C)nc4C)c3n2)cc1	-3	x	x	0
14	O=C(Nc1c(O)c2ccccc2[nH]c1=O)c1ccco1	-10	x	1	-4
15	CCOc1ccccc1N(CC(=O)Nc1ccc2c(c1)OCO2)S(C)(=O)=O	-2	-3	-3	x

no.	RAD52 anneal inh	ERp5 block	E-sel inducer	RAD54 branch
1	-9	-7	-0.2	-1
2	1	2	0.5	4
3	x	x	x	-2
4	4	2	0.3	-10
5	x	x	x	-1
6	x	x	x	4
7	x	x	0.2	18
8	-11	1	0.1	-8
9	x	x	x	0
10	-57	-2	0.1	-1
11	-4	-6	x	x
12	2	-3	0.4	4
13	2	1	x	x
14	-12	2	x	1
15	x	x	x	-2

Further records
no.	molecule	ARNT TACC3 PPI	esBAF inh	PglD DTNB	CASP6 VEID inh
16	CC1c2[nH]c3ccccc3c2CCN1S(C)(=O)=O (stereo unspecified)	-4	-3	15	x
17	O=C1CC2(CCN(C(=O)c3cccc(Br)c3)CC2)Oc2ccccc21	-6	8	-5	-2
18	COc1ccc2cc3cc(C(=O)N4CCN(Cc5ccc6c(c5)OCO6)CC4)oc3nc2c1	-5	-3	-2	x
19	CCCCOc1ccccc1C1CC(=O)NC2=C1C(=O)CCC2 (stereo unspecified)	-5	-9	1	x
20	CCOC1(C(F)(F)F)NC(=O)N(Cc2ccc(OC)cc2)C1=O (stereo unspecified)	-20	-3	1	x
21	CN1CCN(NC(=O)c2cn(-c3ccccc3)nc2-c2cccc(Br)c2)CC1	7	2	-5	-3
22	CN1C(=O)c2cc(NC(=O)Cc3ccccc3)ccc2OC[C@@H]2O[C@@H](CC(=O)NC3CCC3)CC[C@@H]21	6	6	2	2
23	C[C@H](CO)N1C[C@H](C)[C@@H](CN(C)C(=O)Nc2ccccc2)Oc2ccc(NC(=O)C3CCCCC3)cc2CC1=O	-9	-3	2	1
24	Cc1ccc2c(Cl)c(C)c(N3CCOCC3)nc2n1	-2	-2	9	1
25	Cc1ccc(N(Cc2ccccc2)C(=O)c2cccc(S(=O)(=O)N3CC(C)OC(C)C3)c2)cc1 (stereo unspecified)	1	64*	-5	1
26	CC(=O)N[C@@H](Cc1c[nH]c2ccccc12)C(=O)NC1CC1	7	0	-5	-1
27	COc1ccc(C(O)Cc2nc3ccccc3n2C)cc1OC (stereo unspecified)	1	-2	0	x
28	COc1ccc(S(=O)(=O)N(C)C[C@H]2Oc3ccc(N(C)C)cc3C(=O)N([C@@H](C)CO)C[C@@H]2C)cc1	0	6	1	4
29	O=C(Nc1ccccc1)C1=C[C@@H](c2ccc(C(F)(F)F)cc2)C[C@@H](OCCCCO)O1	-2	50*	-3	0&-1
30	O=C(C[C@@H]1CC[C@@H](NC(=O)C2CC2)[C@H](CO)O1)Nc1nccs1	12	-3	6	8

no.	RAD52 anneal inh	ERp5 block	E-sel inducer	RAD54 branch
16	x	x	x	3
17	-2	-2	x	-3
18	x	x	x	5
19	x	x	x	-1
20	x	x	x	-5
21	41	-4	-4.4	3
22	1	-2	0.0	-9
23	4	3	2.0	-1
24	-15	1	x	6
25	-6	7	x	-12
26	-8	1	0.0	-1
27	x	x	x	-3
28	2	-10	x	-6
29	-44&-51	5&-8	0.0	-8
30	5	-4	0.0	-6

The list goes on.
no.	molecule	ARNT TACC3 PPI	esBAF inh	PglD DTNB	CASP6 VEID inh
31	O=C(Nc1ccc(F)cc1)Nc1ccc(NC(=O)c2ccccc2O)cc1	x	x	-1	0
32	COc1ccc(-c2cc(C(F)(F)F)c3c(N)c(C(=O)NCCSC)sc3n2)cc1	2	2	1	-2
33	C=CCCCCCCCCc1nc(SCC(=O)O)n[nH]1	-7	-6	3	13
34	COc1cccc(C2C(C(=O)c3sc(C)nc3C)=C(O)C(=O)N2CCN2CCOCC2)c1 (stereo unspecified)	3	-2	-2	x
35	Cc1ccc(C)c(-n2c(SCC(=O)NC(C(=O)O)C(C)C)nnc2-c2cccc(Cl)c2)c1 (stereo unspecified)	-6	x	x	-1
36	C[C@H]1CN([C@@H](C)CO)S(=O)(=O)c2ccc(-c3cccc(C#N)c3)cc2O[C@H]1CN(C)C(=O)c1cccnc1	-2	-2	0	3
37	N#C[C@H]1[C@@H](c2ccccc2C2=CCCC2)[C@@H](CO)N1C(=O)CN1CCOCC1	x	x	x	-3
38	N=c1c2c3c(sc2ncn1Cc1ccccc1)CCCC3	-4	x	5	x
39	CCOC(=O)c1oc2nc(C(C)C)c3c(c2c1N)CCC3	2	11	-3	x
40	COc1ccc(S(=O)(=O)N2CCC(C(=O)N[C@@H](C)C(=O)N3CCCCCC3)CC2)cc1	-1	-3	1	-4
41	S=C(Nc1ccc(Cl)cc1)Nc1cccc2cnccc12	16	x	x	2
42	CCCCNS(=O)(=O)c1ccc2nc(-c3cccnc3)cc(C(=O)NCC(OC)OC)c2c1	-8	-5	-3	0
43	CN(C)c1ccc2c(c1)[C@H]1C[C@H](CC(=O)NCC3CC3)O[C@H](CO)[C@H]1O2	42	-6	4	0
44	Cc1ccccc1CN(C)CC(=O)Nc1c(C)cccc1C(C)C	-17	x	x	6
45	O=C(Nc1nnc(S(=O)(=O)N2CCCC2)s1)c1cccc([N+](=O)[O-])c1	-27	8	10	x

no.	RAD52 anneal inh	ERp5 block	E-sel inducer	RAD54 branch
31	-18	4	x	5
32	i	1	x	-46
33	-7	8	x	0
34	x	x	x	-14
35	0	5	x	x
36	-3	-6	0.7	2
37	-2	1	-0.1	x
38	x	x	0.0	8
39	x	x	x	7
40	-4	3	x	-4
41	-18	0	x	x
42	-15	4	0.0	10
43	-94	-1	-0.1	-21
44	3	3	0.1	x
45	x	x	x	-7

A draw from above in order of length of the SMILES, high to low:
no.	molecule	ARNT TACC3 PPI	esBAF inh	PglD DTNB	CASP6 VEID inh
36	C[C@H]1CN([C@@H](C)CO)S(=O)(=O)c2ccc(-c3cccc(C#N)c3)cc2O[C@H]1CN(C)C(=O)c1cccnc1	-2	-2	0	3
43	CN(C)c1ccc2c(c1)[C@H]1C[C@H](CC(=O)NCC3CC3)O[C@H](CO)[C@H]1O2	42	-6	4	0
40	COc1ccc(S(=O)(=O)N2CCC(C(=O)N[C@@H](C)C(=O)N3CCCCCC3)CC2)cc1	-1	-3	1	-4
34	COc1cccc(C2C(C(=O)c3sc(C)nc3C)=C(O)C(=O)N2CCN2CCOCC2)c1 (stereo unspecified)	3	-2	-2	x
32	COc1ccc(-c2cc(C(F)(F)F)c3c(N)c(C(=O)NCCSC)sc3n2)cc1	2	2	1	-2
31	O=C(Nc1ccc(F)cc1)Nc1ccc(NC(=O)c2ccccc2O)cc1	x	x	-1	0
44	Cc1ccccc1CN(C)CC(=O)Nc1c(C)cccc1C(C)C	-17	x	x	6
38	N=c1c2c3c(sc2ncn1Cc1ccccc1)CCCC3	-4	x	5	x
33	C=CCCCCCCCCc1nc(SCC(=O)O)n[nH]1	-7	-6	3	13

no.	RAD52 anneal inh	ERp5 block	E-sel inducer	RAD54 branch
36	-3	-6	0.7	2
43	-94	-1	-0.1	-21
40	-4	3	x	-4
34	x	x	x	-14
32	i	1	x	-46
31	-18	4	x	5
44	3	3	0.1	x
38	x	x	0.0	8
33	-7	8	x	0

(continued)
no.	molecule	ARNT TACC3 PPI	esBAF inh	PglD DTNB	CASP6 VEID inh
46	Cc1cc(N2CCN(S(=O)(=O)c3ccc4ccccc4c3)CC2)n2ncnc2n1	-9	-2	1	-1
47	Cc1nc2nc(-c3ccccc3)cc(=O)n2[nH]1	-2	-22	0	x
48	Cc1cc(C(=O)Nc2cccc3c2O[C@H](CN(C)Cc2ccccc2)[C@H](C)CN([C@H](C)CO)C3=O)n(C)n1	1	5	-2	-1
49	CC(C)CC1C(=O)N(Cc2cn(Cc3ccco3)nn2)CCS(=O)(=O)N1Cc1ccc(-c2ccc(F)nc2)cc1 (stereo unspecified)	x	-2	2	9
50	COC(=O)c1cnc(NNC(=O)c2ccc([N+](=O)[O-])cc2)nc1C(F)(F)F	-2	x	x	1
51	CC(C)NC(=O)Nc1cccc2c1O[C@H](CN(C)CC1CCCCC1)[C@@H](C)CN([C@H](C)CO)C2=O	17	0	3	-2
52	CCOc1ccc(NC(=O)CCN2C(=O)CSc3ccccc32)cc1	x	-2	0	2
53	CC1(C)Cc2c(c(N3CCOCC3)nc3sc4c(NCCN)ncnc4c23)CO1	-1	x	x	2
54	COc1ccc(S(=O)(=O)N2CCCCN3[C@H](CO)[C@H](c4ccc(-c5cccnc5)cc4)[C@H]3C2)cc1	x	x	-2	0
55	C[C@H](CO)N1C[C@H](C)[C@H](CN(C)Cc2ccccc2)Oc2cc(-c3cncnc3)ccc2S1(=O)=O	-6	-3	0	1
56	Cc1cc(=O)oc2c(CN3CCN(CCO)CC3)c(O)ccc12	2	0	-1	-2

no.	RAD52 anneal inh	ERp5 block	E-sel inducer	RAD54 branch
46	-17	2	4.6	-5
47	x	x	x	-18
48	-6	3	0.1	-1
49	-26	-7	-0.3	-3
50	-3	4	-1.0	x
51	7	4	x	-2
52	1	-5	-0.1	-8
53	0	1	x	x
54	-21	-1	0.3	3
55	2	-4	-0.2	-5
56	-3	1	-0.1	-6

Compounds as they come, and some 3.2% of all compounds hit somewhere here.
